PV pol inh: poliovirus RNA polymerase inhibition. P03300. poliovirus polymerase elongation, fluorescence polarization; active compounds read low. % elongation, % (compound at 16.7 µg/mL). 150,000 tested, 0.66% active; in the data active = % elongation below about 90%; note: some results filed as inactive read as strong as hits
Target sequence (P03300 1749-2209 limits assumed): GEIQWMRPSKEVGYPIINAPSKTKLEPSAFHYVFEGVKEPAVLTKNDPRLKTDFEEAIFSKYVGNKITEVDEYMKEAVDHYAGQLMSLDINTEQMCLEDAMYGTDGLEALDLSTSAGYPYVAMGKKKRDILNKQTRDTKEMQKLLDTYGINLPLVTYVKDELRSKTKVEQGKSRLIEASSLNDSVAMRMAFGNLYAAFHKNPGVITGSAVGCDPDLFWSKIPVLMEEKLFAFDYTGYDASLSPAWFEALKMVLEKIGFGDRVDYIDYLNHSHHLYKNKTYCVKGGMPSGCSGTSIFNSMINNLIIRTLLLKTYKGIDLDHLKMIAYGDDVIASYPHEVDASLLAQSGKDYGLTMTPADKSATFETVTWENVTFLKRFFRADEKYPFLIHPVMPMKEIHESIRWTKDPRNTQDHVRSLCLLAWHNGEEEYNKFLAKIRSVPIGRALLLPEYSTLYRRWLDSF
PV pol inh FP z-score: further read-out of PV pol inh, marked with its call; z-score; measured here: FP z-score; hits read low
An asterisk follows results filed as active. Some of the compounds tested (hit frequency here may not be typical).

For O=C(NCc1ccccc1Cl)C1CCCN(c2ncnc3onc(-c4ccc(F)cc4)c23)C1 (centres undefined) the results were PV pol inh 107 and PV pol inh FP z-score 0.
`O=C(NCCc1ccccc1)c1cc(Sc2cccc(Cl)c2)nc2ccccc12` gave PV pol inh 114 and PV pol inh FP z-score 0.9.
For O=C(COc1ncnc2ccccc12)NC1CCCC1 the results were PV pol inh 95 and PV pol inh FP z-score -0.9.
For COc1cc(NC(=O)CSc2ccc(-c3sc(-c4ccccc4)nc3C)nn2)cc(OC)c1 the results were PV pol inh 116 and PV pol inh FP z-score 1.3.
Screening COc1ccccc1-c1[nH]ncc1CNC1CCCCC1 returned PV pol inh 101 and PV pol inh FP z-score -0.2.
Screening CC(C)OCCCNC(=O)c1cn(C)c2ccc(S(=O)(=O)N(C)C3CCCCC3)cc2c1=O returned PV pol inh 108 and PV pol inh FP z-score 0.7.
CCOC(=O)c1oc2cc(O)c(CC)cc2c(=O)c1-c1cscn1 was read as PV pol inh 104 and PV pol inh FP z-score 0.4.
Screening CC(C)Nc1nc(N2CCCC2)nc(N2CC3CC(C2)c2cccc(=O)n2C3)n1 (centres undefined) returned PV pol inh 106 and PV pol inh FP z-score 0.4.
COc1ccc(Nc2ncnc3c2nc2n3CCCC2)cc1Cl was read as PV pol inh 101 and PV pol inh FP z-score -1.1.
COc1cc(-c2nn3c(-c4ccc(C(C)(C)C)cc4)nnc3s2)cc(OC)c1OC was read as PV pol inh 96 and PV pol inh FP z-score -1.
`CCOC(=O)C1=C(CN(CC)Cc2ccccc2)NC(=O)NC1c1ccc(OC)cc1` (centres undefined) gave PV pol inh 103 and PV pol inh FP z-score -1.1.
`CCc1ccc(Oc2coc3cc(OC(=O)C(C)C)ccc3c2=O)cc1` gave PV pol inh 104 and PV pol inh FP z-score 0.5.
`Cc1ccc(C)c(-c2csc(N)c2C#N)c1` gave PV pol inh 101 and PV pol inh FP z-score -0.2.
CCCS(=O)(=O)N1CCC(C(=O)NCc2ccc(F)cc2)CC1 was read as PV pol inh 102 and PV pol inh FP z-score 0.5.
Screening Cc1ccc(N2C(=O)C(CC(=O)Nc3cccc(F)c3)N(CCc3ccccc3F)C2=O)cc1 (centres undefined) returned PV pol inh 104 and PV pol inh FP z-score -0.1.
For N#CCCSc1nnc2c(Cl)cc(Cl)cn12 the results were PV pol inh 103 and PV pol inh FP z-score 0.
`NS(=O)(=O)c1ccc(NC(=O)Cn2cc(C(F)(F)F)ccc2=O)cc1` gave PV pol inh 100 and PV pol inh FP z-score -0.1.
For CC(C)(C)C(=O)COC(=O)c1cc(-c2ccccc2)nc2ccccc12 the results were PV pol inh 101 and PV pol inh FP z-score -0.3.
For CCOC(=O)C1CCN(C(=O)/C=C/c2c(Cl)nc3sccn23)CC1 the results were PV pol inh 102 and PV pol inh FP z-score 0.
For COC(=O)CN(C)C(=O)c1cc(OC)c(OC)c(OC)c1 the results were PV pol inh 103 and PV pol inh FP z-score 0.5.
COC(=O)c1ccc(NC(=O)CCc2ccccc2)cc1 was read as PV pol inh 103 and PV pol inh FP z-score 0.5.
`Cc1nc2cc(C(=O)O)ccc2n1-c1ccccc1` gave PV pol inh 102 and PV pol inh FP z-score 0.2.
`CCOCC(=O)Nc1cc(C)cc(C)c1` gave PV pol inh 103 and PV pol inh FP z-score 0.8.
CCOC(=O)C(C(=O)c1ccccc1)C1(O)C(=O)c2ccccc2C1=O (centres undefined) was read as PV pol inh 46* and PV pol inh FP z-score -6.9*.

Some of these compounds in order of molar mass, ascending.
For N#CCCSc1nnc2c(Cl)cc(Cl)cn12 the results were PV pol inh 103 and PV pol inh FP z-score 0.
For COC(=O)CN(C)C(=O)c1cc(OC)c(OC)c(OC)c1 the results were PV pol inh 103 and PV pol inh FP z-score 0.5.
CCOC(=O)C(C(=O)c1ccccc1)C1(O)C(=O)c2ccccc2C1=O (centres undefined) was read as PV pol inh 46* and PV pol inh FP z-score -6.9*.
For CCOC(=O)C1CCN(C(=O)/C=C/c2c(Cl)nc3sccn23)CC1 the results were PV pol inh 102 and PV pol inh FP z-score 0.

Other results.
COc1ccc2c(c1)c1c(c(=O)n(-c3ccc(OC)c(OC)c3)c(=O)n1CC(=O)N1CCCC1)n2C was read as PV pol inh 102 and PV pol inh FP z-score -1.2.
For COc1ccc(Cl)cc1NC(=O)CN(C(=O)c1ccccc1)C1CCCCC1 the results were PV pol inh 104 and PV pol inh FP z-score 0.1.
`CCn1c(C(=O)N2CCCC(C(=O)NC3CCCC(C)C3C)C2)cc2sccc21` (centres undefined) gave PV pol inh 101 and PV pol inh FP z-score -0.5.
O=C(O)CNC(=S)N(Cc1ccco1)Cc1ccccc1Cl was read as PV pol inh 100 and PV pol inh FP z-score -0.1.
For Cc1ccc(Cn2c(CO)cnc2SCc2cccc(F)c2)cc1 the results were PV pol inh 104 and PV pol inh FP z-score 0.2.
`Cc1ccc(F)c(NC(=O)Nc2ccc3snnc3c2)c1` gave PV pol inh 113 and PV pol inh FP z-score 1.1.
Screening Cn1c(C(=O)NC2CCCC2)cc2c(=O)n(C)c3ccccc3c21 returned PV pol inh 100 and PV pol inh FP z-score -1.
Screening Cc1ccc(-c2cc(C(F)(F)F)n3ncc(C(=O)OC(C)C)c3n2)cc1 returned PV pol inh 104 and PV pol inh FP z-score 0.5.
For COc1ccc2oc3nc(=O)c4ccccc4c-3cc2c1 the results were PV pol inh 97 and PV pol inh FP z-score -2.1.
COCCNC(=O)c1ccc2c(c1)N(Cc1ccc(C(F)(F)F)cc1)C(=O)c1ccccc1S2 was read as PV pol inh 113 and PV pol inh FP z-score 1.3.
O=C(CN1C(=O)CCSc2ccc(S(=O)(=O)N3CCCC3)cc21)Nc1cccc(F)c1 was read as PV pol inh 103 and PV pol inh FP z-score -0.9.
`COc1ccc(CNC(=O)c2ccc3c(c2)N(Cc2ccccc2)C(=O)c2ccccc2S3(=O)=O)cc1` gave PV pol inh 109 and PV pol inh FP z-score 1.1.

As a short view, part of the list above:
COc1ccc2c(c1)c1c(c(=O)n(-c3ccc(OC)c(OC)c3)c(=O)n1CC(=O)N1CCCC1)n2C was read as PV pol inh 102 and PV pol inh FP z-score -1.2.
For COc1ccc(Cl)cc1NC(=O)CN(C(=O)c1ccccc1)C1CCCCC1 the results were PV pol inh 104 and PV pol inh FP z-score 0.1.
`CCn1c(C(=O)N2CCCC(C(=O)NC3CCCC(C)C3C)C2)cc2sccc21` (centres undefined) gave PV pol inh 101 and PV pol inh FP z-score -0.5.
O=C(O)CNC(=S)N(Cc1ccco1)Cc1ccccc1Cl was read as PV pol inh 100 and PV pol inh FP z-score -0.1.
For Cc1ccc(Cn2c(CO)cnc2SCc2cccc(F)c2)cc1 the results were PV pol inh 104 and PV pol inh FP z-score 0.2.

Going on with the list.
For CCN(CC(=O)Nc1ccc2c(c1)OCCO2)C(=O)CC1CCCC1 the results were PV pol inh 106 and PV pol inh FP z-score 0.4.
Screening CSc1n[nH]c(=O)n1-c1cccc(C(F)(F)F)c1 returned PV pol inh 100 and PV pol inh FP z-score -0.4.
For CCOc1ccc(OCC)c(NC(=O)C2CCN(S(=O)(=O)c3c(C)noc3/C=C/c3ccccc3F)CC2)c1 the results were PV pol inh 114 and PV pol inh FP z-score 1.6.
For Cc1cc(C)c(C)c(Cn2c(CO)nc3ccccc32)c1C the results were PV pol inh 101 and PV pol inh FP z-score -0.4.
Screening Cc1cc2c3c(C)n(C4CCCCC4)c(C)c3c(C)nn2c1 returned PV pol inh 102 and PV pol inh FP z-score 0.2.
For COc1ccc(Nc2cc(C(=O)NCc3ccccc3)c3ccccc3n2)c(OC)c1 the results were PV pol inh 113 and PV pol inh FP z-score 1.3.
`CSc1nc(-c2ccccc2)nc2c1Cc1ccccc1O2` gave PV pol inh 100 and PV pol inh FP z-score -0.2.
Screening O=C(Nc1nc2c(F)cccc2s1)c1ccc(S(=O)(=O)N2CCOCC2)cc1 returned PV pol inh 105 and PV pol inh FP z-score -0.6.
`CNc1nc2c(C)cccn2c(=O)c1C=Nc1ccc(OC)cc1` gave PV pol inh 100 and PV pol inh FP z-score -0.2.
COc1ccc(-n2cc(-c3ccccc3)c3c(Nc4ccc(OC)c(OC)c4)ncnc32)cc1 was read as PV pol inh 110 and PV pol inh FP z-score 0.5.
O=S(=O)(c1ccccc1)c1cscc1NC(=S)Nc1ccccc1Cl was read as PV pol inh 112 and PV pol inh FP z-score 1.9.
For CCOC(=O)c1c(C)[nH]c(NC(=O)Nc2ccc(N(C)C)cc2)c1C the results were PV pol inh 104 and PV pol inh FP z-score 0.9.
Screening CCOC(=O)c1oc2ccc3c(C)cc(=O)oc3c2c1-c1ccccc1 returned PV pol inh 101 and PV pol inh FP z-score 0.1.
Screening COC(=O)c1ccc(C(=O)OCCCc2nc3ccc(N)cc3[nH]2)cc1 returned PV pol inh 98 and PV pol inh FP z-score -0.9.
CC(C)COC(=O)N1CCN(S(=O)(=O)c2ccccc2C#N)CC1 was read as PV pol inh 101 and PV pol inh FP z-score -0.3.
`O=C(CCS(=O)(=O)c1cccc2nsnc12)NCc1cccs1` gave PV pol inh 99 and PV pol inh FP z-score -0.1.
COC(=O)C1=C(O)C2(C(=O)O)CC(C(=O)OC)=C(O)C(C(=O)O)(C1)C2 was read as PV pol inh 108 and PV pol inh FP z-score 0.5.
For Cc1sc2c(c1C)CSC(C(=O)O)=C2 the results were PV pol inh 100 and PV pol inh FP z-score -0.6.
For O=c1c(S(=O)(=O)c2ccccc2)cn(Cc2cccc(F)c2)c2cc(N3CCCC3)c(F)cc12 the results were PV pol inh 105 and PV pol inh FP z-score -0.6.
O=C(CC1Sc2ccccc2NC1=O)OCn1nnc2ccccc2c1=O (centres undefined) was read as PV pol inh 103 and PV pol inh FP z-score 0.
For Cc1cccc(NC(=O)CNC(=O)c2ccc(S(=O)(=O)NCc3ccco3)cc2)c1C the results were PV pol inh 101 and PV pol inh FP z-score -0.2.
For O=C(Nc1ccc(OCc2ccccc2)cc1)N1CCN(c2ccccn2)CC1 the results were PV pol inh 106 and PV pol inh FP z-score 0.2.
For N#Cc1ccc(-c2cccnc2)nc1SCC(=O)O the results were PV pol inh 99 and PV pol inh FP z-score -0.4.
`CCOc1cc2[nH]c(=S)n(CCCCC(=O)NC3CCCCC3)c(=O)c2cc1OCC` gave PV pol inh 101 and PV pol inh FP z-score -0.4.

By substructure: the compounds so far containing a tert-butyl group
COc1cc(-c2nn3c(-c4ccc(C(C)(C)C)cc4)nnc3s2)cc(OC)c1OC was read as PV pol inh 96 and PV pol inh FP z-score -1.
For CC(C)(C)C(=O)COC(=O)c1cc(-c2ccccc2)nc2ccccc12 the results were PV pol inh 101 and PV pol inh FP z-score -0.3.

New compounds follow.
COc1ccc(C2=C(C)C(N3CCC(C(=O)Nc4ccc(F)cc4C)CC3)=NS2(=O)=O)cc1 was read as PV pol inh 109 and PV pol inh FP z-score 0.3.
COc1ccc(Oc2nc3c(C)cccn3c(=O)c2/C=C(\C#N)c2nc3ccccc3[nH]2)cc1 was read as PV pol inh 107 and PV pol inh FP z-score 0.7.
Screening CCN(CC)c1ccc(-c2nnc(SCC(=O)N3CCNC3=O)n2C)cc1 returned PV pol inh 103 and PV pol inh FP z-score 0.1.
`CCOC(=O)c1c(S(=O)(=O)N2CCCC(C(=O)Nc3ccc(C)cc3C)C2)c(C)n(CC)c1C` (centres undefined) gave PV pol inh 110 and PV pol inh FP z-score 0.7.
CCC(CC)C(=O)n1c(=O)oc2ccc(C)cc21 was read as PV pol inh 101 and PV pol inh FP z-score 0.1.
`CS(=O)(=O)Nc1ccccn1` gave PV pol inh 103 and PV pol inh FP z-score 0.1.
For COc1ccc(-n2cc(C(=O)NCCc3cc(OC)ccc3OC)c3ccccc3c2=O)cc1 the results were PV pol inh 107 and PV pol inh FP z-score 0.2.
CC(=O)Nc1ccc(S(=O)(=O)Nc2ccc3c(c2)OC(C)(C)O3)cc1 was read as PV pol inh 101 and PV pol inh FP z-score 0.1.
CC(NS(=O)(=O)c1ccc2c(c1)CCN2C(=O)CCCC(=O)O)c1ccccc1 (centres undefined) was read as PV pol inh 101 and PV pol inh FP z-score -0.6.
COc1cc(OC)c(OC)cc1/C=C/c1nc2ccccc2c(=O)n1-c1ccc(Br)c(C)c1 was read as PV pol inh 108 and PV pol inh FP z-score 0.
For CCOC(=O)c1c(-c2ccccc2)csc1NC(=O)c1cc(-c2ccc(F)cc2)on1 the results were PV pol inh 89* and PV pol inh FP z-score -2.2*.
`O=P(O)(CCc1ccccc1)CN1CCCCC1` gave PV pol inh 104 and PV pol inh FP z-score 1.4.
For Cc1ccc(NS(=O)(=O)c2cccc(C(=O)NC3CC3)c2)c(C)c1 the results were PV pol inh 100 and PV pol inh FP z-score -1.1.
For CNS(=O)(=O)c1cn(CC(=O)Nc2ccc(C)cc2C)cc1S(=O)(=O)NC the results were PV pol inh 112 and PV pol inh FP z-score 1.1.
For Cc1cccc(CN2C(=O)CSc3nc(C)cc(C)c32)c1 the results were PV pol inh 100 and PV pol inh FP z-score -0.3.
For O=C(O)CN(CC(=O)O)c1ccc2cccc(O)c2n1 the results were PV pol inh 99 and PV pol inh FP z-score 0.
For CC(C)(C(=O)Oc1ccccc1)S(=O)(=O)c1ccc(C(F)(F)F)cn1 the results were PV pol inh 105 and PV pol inh FP z-score 0.
Screening CC(C)n1ncc2c(C(=O)N3CCc4ccccc43)cc(C3CC3)nc21 returned PV pol inh 96 and PV pol inh FP z-score -0.5.
Screening CC(=O)N/N=C/c1c[nH]c2ccc(Br)cc12 returned PV pol inh 99 and PV pol inh FP z-score -0.3.
[O-]c1n[n+](-c2ccccc2)no1 was read as PV pol inh 96 and PV pol inh FP z-score -0.4.
Screening COc1ccc(CCCc2nnc(SCC(=O)Nc3cc(F)ccc3C)o2)cc1C returned PV pol inh 100 and PV pol inh FP z-score -0.3.
For O=C(/C=C\c1ccc2c(c1)OCO2)NC1CC(=O)N(c2ccc(Cl)cc2)C1 (centres undefined) the results were PV pol inh 106 and PV pol inh FP z-score -0.1.
Screening CCc1ccc(C2CC(=O)c3c([nH]c(C(=O)OC4CCC(C)CC4)c3C)C2)cc1 (centres undefined) returned PV pol inh 111 and PV pol inh FP z-score 1.4.
For COc1cc(S(=O)(=O)NCCc2c[nH]c3ccccc23)ccc1-n1cnnn1 the results were PV pol inh 105 and PV pol inh FP z-score 0.8.
